GPR151 activ = human GPR151 activation; Q8TDV0; PathHunter beta-arrestin GPR151 cells, luminescence; activation, % at 11.2 µM; 650,000 compounds, 1% hits; AID 1508602; in the data active means activation above about 4.9%;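 further: 0% = median of compound wells and 100% = cells with positive control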
Target sequence (Q8TDV0 whole entry, looked up): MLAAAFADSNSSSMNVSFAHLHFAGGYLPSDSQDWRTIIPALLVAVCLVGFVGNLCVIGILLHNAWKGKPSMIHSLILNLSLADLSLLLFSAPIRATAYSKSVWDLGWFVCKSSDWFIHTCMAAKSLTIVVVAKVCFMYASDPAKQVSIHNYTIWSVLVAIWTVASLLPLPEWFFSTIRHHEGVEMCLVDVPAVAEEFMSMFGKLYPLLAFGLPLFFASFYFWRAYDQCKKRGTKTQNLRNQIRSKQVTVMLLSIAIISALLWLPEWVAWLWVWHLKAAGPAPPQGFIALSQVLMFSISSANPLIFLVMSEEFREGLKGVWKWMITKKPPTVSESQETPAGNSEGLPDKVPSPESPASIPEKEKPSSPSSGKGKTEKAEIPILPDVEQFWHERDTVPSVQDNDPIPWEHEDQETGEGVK
MITF primary = blocks human microphthalmia-associated transcription factor; O75030; AlphaScreen MITF homodimerization, bead proximity signal; inhibition, % at 2.6 µM; 650,000 compounds, 0.91% hits; in the data active means inhibition above about 50%;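 further: 0% = vehicle wells with protein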
TEAD-YAP block = TEAD-YAP interaction inhibition; HEK-TIYL cells, TEAD-Gal4/YAP UAS-luciferase luminescence; inhibition, % at 9.12 µM; 640,000 compounds, 1.4% hits; in the data active means inhibition above about 32%;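 further: 0% = median of test compound wells and 100% = reference inhibitor wells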
FBW7 activator = activators of human E3 ligase FBW7; Q969H0; 650,000 compounds, 0.13% hits; AlphaScreen FBW7–phospho-cyclin E peptide binding, activator screen; normalized activity (activation), % at 26.1 µM; in the data active means normalized activity above about 1.9%;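 further: purified mutant Fbw7 with reduced substrate affinity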
Target sequence (Q969H0 whole entry, looked up): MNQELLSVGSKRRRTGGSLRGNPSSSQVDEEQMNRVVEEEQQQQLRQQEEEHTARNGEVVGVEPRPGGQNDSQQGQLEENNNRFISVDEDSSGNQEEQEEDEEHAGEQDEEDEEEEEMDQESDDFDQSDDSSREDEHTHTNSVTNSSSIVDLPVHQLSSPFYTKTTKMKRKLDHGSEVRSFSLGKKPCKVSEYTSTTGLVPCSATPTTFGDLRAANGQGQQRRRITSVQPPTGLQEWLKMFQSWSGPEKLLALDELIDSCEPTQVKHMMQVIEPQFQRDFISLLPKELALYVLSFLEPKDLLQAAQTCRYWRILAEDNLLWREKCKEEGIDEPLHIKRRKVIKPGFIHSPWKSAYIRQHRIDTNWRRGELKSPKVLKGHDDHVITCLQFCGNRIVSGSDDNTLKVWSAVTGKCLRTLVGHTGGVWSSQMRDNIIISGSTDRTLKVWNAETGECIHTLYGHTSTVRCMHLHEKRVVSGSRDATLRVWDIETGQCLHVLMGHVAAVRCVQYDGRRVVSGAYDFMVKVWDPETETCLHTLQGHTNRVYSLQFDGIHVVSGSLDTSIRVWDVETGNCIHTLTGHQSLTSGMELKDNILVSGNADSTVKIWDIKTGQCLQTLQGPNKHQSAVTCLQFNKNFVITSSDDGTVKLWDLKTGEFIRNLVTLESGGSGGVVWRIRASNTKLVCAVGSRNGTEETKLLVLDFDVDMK
An asterisk follows results filed as active.

Below each SMILES – GPR151 activ, MITF primary, TEAD-YAP block, FBW7 activator
COc1cccc(-c2cnc(NCc3cc(OC)c(OC)c(OC)c3)n2C)c1
→ 1.0, 20, 8, -0.2
CCOC(=O)Cn1nnnc1CN1CCN(c2cc(C)ccc2C)CC1
→ 0.3, -6, 0, -0.1
Cc1ccc(Cn2cc(-c3cccs3)ccc2=O)cc1
→ 1.7, 29, -12, -0.2
O=C(N/N=C/C(Br)=C/c1ccccc1)NC1CCCCC1
→ -0.3, -10, -20, 0.2
O=C(CSc1nnc(-c2c[nH]c3ccccc23)n1Cc1ccccc1)NO
→ -0.4, -8, 3, -0.1
O=C(/C=C/c1ccc(Br)cc1)Nc1ccncc1
→ 2.4, 3, -28, -0.2
O=c1nc(SCc2ccccc2Cl)c2c([nH]1)CCCC2
→ 1.3, 12, 1, 0.1
O=c1ccc2cc3c(-c4ccccc4)coc3cc2o1
→ 0.4, 8, 3, 0.5
Cc1cccc(Cl)c1NC(=O)C(F)C(F)(F)F (stereo not given)
→ -0.1, 1, 7, 0.0
Cc1ccc(Cl)cc1NC(=O)CCS(=O)(=O)c1ccc2c(c1)n(C)c(=O)c(=O)n2C
→ 0.6, 17, 2, 1.5
Cc1ccc(S(=O)(=O)N(CC(=O)O)Cc2cccc(C)c2)cc1
→ 0.8, 2, 0, 0.0
COC(C(=O)Nc1ccc(Br)cc1F)c1ccccc1 (stereo not given)
→ -1.4, 3, 4, -0.2
CNS(=O)(=O)Cc1ccc(Nc2nccc(-c3ccccc3)n2)cc1
→ 0.1, -1, -25, -0.1
CCCNc1cc(C)nc(Nc2ccnn2C)n1
→ 3.1, -11, -4, 0.0
CCOC(=O)c1c(NC(=O)CSc2nnc(CNC(=O)c3ccccc3OC)n2-c2ccc([N+](=O)[O-])cc2)sc2c1CCC2
→ -1.0, 13, -1, 0.5
Cc1ccccc1OCC(=O)NCC(=O)O
→ -1.5, -11, 8, -0.2
Cc1cc(C)c(N2CCC(=O)N2)c(C)c1
→ 2.1, -4, 0, -0.6
CCOC(=O)c1cccc(-n2c(C)nc3ccccc3c2=O)c1
→ -0.8, -19, -6, 0.1
O=C(c1ccc2nsnc2c1)N1CCC(COCc2ccccc2)CC1
→ 1.8, -1, 4, -0.2
COC(=O)c1ccc(SCC(=O)N2CCN(c3ccccc3)CC2)c([N+](=O)[O-])c1
→ 2.0, 4, -2, 0.0

Overlap with the part before: 5 entries, then new ones.
Below each SMILES – GPR151 activ, MITF primary, TEAD-YAP block, FBW7 activator
Cc1ccccc1OCC(=O)NCC(=O)O
→ -1.5, -11, 8, -0.2
Cc1cc(C)c(N2CCC(=O)N2)c(C)c1
→ 2.1, -4, 0, -0.6
CCOC(=O)c1cccc(-n2c(C)nc3ccccc3c2=O)c1
→ -0.8, -19, -6, 0.1
O=C(c1ccc2nsnc2c1)N1CCC(COCc2ccccc2)CC1
→ 1.8, -1, 4, -0.2
COC(=O)c1ccc(SCC(=O)N2CCN(c3ccccc3)CC2)c([N+](=O)[O-])c1
→ 2.0, 4, -2, 0.0
Cc1ccc(S(=O)(=O)N2CCCC(C(=O)O)C2)cc1 (stereo not given)
→ 0.2, 1, 5, 0.4
O=c1[nH][nH]c(=O)c2c(N=Cc3ccc4ccccc4c3)cccc12
→ -1.4, -3, -2, -0.1
COc1ccc(OCCNC(=O)c2ccc(-c3ccco3)nc2NCc2cccnc2)cc1
→ 0.8, 17, -3, 0.3
NC(=O)N1CCCC1C(=O)Nc1ccc(F)c([N+](=O)[O-])c1 (stereo not given)
→ 2.2, -1, 1, 0.1
CCCC(=O)N1c2ccc(-c3csc(N)n3)cc2CC1C (stereo not given)
→ 0.7, 8, 4, -0.1
Cc1cc(C(=O)NCc2nnc3n2CCN(Cc2ccc4c(c2)OCCO4)CC3)c(C)o1
→ 1.1, 3, -2, 0.2
CCCCCc1ccc(-c2ccc(C(=O)Oc3ccc(-c4ccccc4)cc3)cc2)nc1
→ 1.0, 3, -6, -0.1
CCOC(=O)C1(Cc2ccccc2)CCN(Cc2cnc(N3CCOCC3)s2)CC1
→ -0.9, 5, -6, 0.0
O=C(CCN1CCCCC1)Nc1cccc(Br)c1
→ 1.9, -4, -4, -0.2
O=C(O)c1ccccc1Nc1nc2nonc2nc1Nc1ccccc1C(=O)O
→ -0.6, 13, 4, 0.5
Clc1ccc(Oc2nnnn2-c2ccccc2)cc1
→ -2.1, -5, -7, -0.1
COc1ccnc(N2CCC(NC3CCCCCC3)CC2)n1
→ -0.3, -9, 3, -0.1
Cc1cc(OCC(=O)N/N=C/c2ccc(O)c([N+](=O)[O-])c2)ccc1Cl
→ -1.6, 14, 2, -0.1
CC(C)(C)C(=O)Nc1nnc(COc2ccc(C(C)(C)C)cc2)s1
→ -0.3, 0, 1, 0.2
Cc1ccc2c(c1)N(C(C)C(=O)NCc1cccs1)C(=O)CO2 (stereo not given)
→ 1.5, 2, 4, 0.0
COc1cc(Br)ccc1NC(=O)/C=C/c1ccccc1
→ 1.4, 4, -18, 0.3
CCC(CO)Nc1ccnc2c(-c3cc(C(C)C)ccc3OC)cnn12 (stereo not given)
→ 0.0, -12, -7, 0.9
CC(C)S(=O)(=O)NCC1CCC2(CCN(Cc3nc4ccccc4s3)CC2)O1 (stereo not given)
→ -0.1, 3, 13, -0.1
CC#CCCCC(=O)Nc1ccccc1C(=O)O
→ -1.3, 0, -47, 0.2
O=C(O)c1ccc(N2C(=O)/C(=C/c3cccc(O)c3)SC2=S)cc1O
→ -2.4, 16, 0, -0.1
COc1ccccc1N1CCN(C(=S)NCCN(C)C)CC1
→ -0.3, 77*, -5, -0.2
CC(=O)Cn1nnc2ccccc2c1=O
→ -0.4, 8, -13, 0.1
COc1cccc(NC(=O)CN2C(=O)C(C)(C)Oc3ccc(C(=O)NC(C)(C)C)cc32)c1
→ -0.8, 9, 5, 0.3
CCOc1ccccc1NS(=O)(=O)c1cc(Br)c(C)cc1OC
→ 3.3, 3, -2, -0.1
COC(=O)c1ccc(NC(=O)CC23CC4CC(C2)CC(CC(=O)Nc2ccc(C(=O)OC)cc2)(C4)C3)cc1
→ -1.3, 2, 3, -0.1
CC(=O)c1cccc(NC(=O)Nc2nc(SC(C)(C)C)ns2)c1
→ 2.0, 12, 2, 0.0
CS(=O)(=O)c1ncc(Cl)c(C(=O)Nc2ccccc2[N+](=O)[O-])n1
→ 0.2, 6, -8, 0.1
COc1cc(C2C3=C(CCCC3=O)Nc3nc(-c4ccncc4)nn32)cc(OC)c1OC (stereo not given)
→ -0.6, 2, -11, 0.0
O=C(NCC1CCCO1)c1ccc2c(c1)ncn2-c1ccc(F)cc1F (stereo not given)
→ 1.1, 6, 0, -0.2
COc1ccc(-c2csc(N/N=C/c3ccccc3OC)n2)cc1
→ 0.6, 6, 4, 0.5
CCOc1ccc(C2=CC(c3cccc(OC)c3OC)n3ncnc3N2)cc1Cl (stereo not given)
→ -0.8, -11, -1, 0.0
CCOc1ccc(C(=O)NCc2nc(-c3ccc(Cl)cc3)no2)cc1OCC
→ -1.1, 13, 14, 0.2
Cn1cnnc1SCc1ccc2nonc2c1
→ 2.0, 15, 5, -0.1
Cc1ccc(CNC(=O)c2ccc(C)cc2)cc1
→ -0.2, 28, -20, 0.7
CCOC(=O)c1ccsc1NC(=O)c1cccc(F)c1
→ 0.1, 13, -3, 0.0
C=CCOc1ccc(/C=C2\SC(=S)N(CCCOC)C2=O)cc1
→ 1.0, -4, -4, -0.2
CCOc1ccc(S(=O)(=O)NC(C)Cc2ccco2)cc1F (stereo not given)
→ 3.2, 0, 2, 0.2
O=C(NC12CCC(O)C(SC1)C2O)c1ccccc1 (stereo not given)
→ -0.5, 0, -4, -0.2
COCCCNC(=O)Nc1cn(CCOC)c2ccccc12
→ 0.5, 0, -2, -0.2
N#C/C(=C/c1ccc([N+](=O)[O-])o1)c1ccc(C#N)cc1
→ 0.6, 31, 5, 0.1
COc1ccc(CNc2cc(Cl)ncn2)cc1
→ 0.6, 4, 4, 0.1
Cc1ccc(S(=O)(=O)NCC2CCC(C(=O)NCCCN3CCCC3=O)CC2)cc1 (stereo not given)
→ -0.2, 1, -2, 0.3
O=C(NCC1CCCN(Cc2cn[nH]c2-c2ccccc2)C1)c1cccs1 (stereo not given)
→ 0.8, -12, -3, 0.0
CCOc1ccc(C2CC(=O)NC3=C2C(=O)CCC3)cc1Cl (stereo not given)
→ -0.8, 5, -16, -0.4
CC(C)(C)c1ccc(Oc2cc(Br)c3noc4c3c2C(=O)c2ccccc2-4)cc1
→ 2.8, -3, -5, 0.1
O=c1sc2ccccc2c(NCc2ccccc2)c1[N+](=O)[O-]
→ -0.8, 19, -6, 0.1
NC(=O)CN(CCc1ccccc1)S(=O)(=O)c1cc(Cl)ccc1Cl
→ -0.8, 9, 3, -0.1
CCOC(=O)n1c(=O)oc2cc(S(=O)(=O)Nc3ccc(C)cc3)ccc21
→ -0.7, 8, 1, 0.3
COc1ccccc1NC(=O)CCC(=O)OCC(=O)c1cccc([N+](=O)[O-])c1
→ 0.4, -3, -1, 0.2
COc1ccc(N2CCN(S(=O)(=O)c3cccc(C(F)(F)F)c3)CC2)cc1
→ -0.6, 7, -6, 1.1
CCC(=O)Nc1nc2c(s1)C(=O)CC(C(=O)N1CCCCC1C)C2 (stereo not given)
→ 1.4, -10, -4, 0.0
C[n+]1cccc(C2CCCCN2C(=O)c2ccccc2)c1 (stereo not given)
→ 2.2, 1, -3, -0.1
CC(C)CN1CCNC(=O)C1CC(=O)N(C)CCC1CCOCC1 (stereo not given)
→ -1.1, 21, 9, -0.1
Cc1c(C(=O)N2CCc3ccccc3C2)sc2nc(SCC#N)n(CCc3ccccc3)c(=O)c12
→ -1.0, 1, -7, -0.1
CCOc1ccc2nc(SCc3nc(N)nc(N4CCOCC4)n3)sc2c1
→ -0.2, -10, -10, 0.0
COc1ccc(Cl)cc1C(=O)Nc1cc(-c2nc3ncccc3o2)ccc1Cl
→ -2.0, -14, -9, 0.1
CCn1c(SCC(=O)Nc2ccc(C(C)=O)cc2)nnc1C(C)C
→ 0.0, -12, 0, 0.1
CN1C(C(=O)N2CCCc3ccccc32)=CC(c2ccc(F)cc2)=NS1(=O)=O
→ 0.4, 7, 6, -0.3
Cc1cccc(C)c1NC(=O)C1(N(C)C(=O)C2CCCN2C(=O)C(C)(C)C)CCCCC1 (stereo not given)
→ 0.4, -2, 15, 0.9
CC1CC(=O)N(CC(N)=O)c2ccccc2S1 (stereo not given)
→ -1.7, 23, -6, 0.1

Next section.
Below each SMILES – GPR151 activ, MITF primary, TEAD-YAP block, FBW7 activator
COCCNC(=O)C(c1ccccc1F)N(C(=O)C(=O)NC1CCCC1)C1CCCCC1 (stereo not given)
→ -0.8, 16, -2, 0.0
COC(=O)c1ccc2c(=O)n(CC3CCCO3)c(SCC(=O)Nc3ccccc3Cl)nc2c1 (stereo not given)
→ 1.5, 11, 11, 0.2
c1ccc(-n2cnc3c(Nc4ccc5c(c4)OCO5)nc(N4CCC(N5CCOCC5)CC4)nc32)cc1
→ -1.8, 2, -20, -0.1
COC(=O)C1CCN(C(=O)c2ccc([N+](=O)[O-])c(C)c2)CC1
→ -0.9, -5, -8, -0.4
CCc1ccc(CNCCSc2nnnn2C)cc1
→ 0.0, 12, -4, 0.0
COc1cc(C2N(c3ccccc3)N=C(C(C)=O)N2c2ccccc2)ccc1OCc1ccc(Cl)cc1 (stereo not given)
→ -1.4, -27, -9, 0.4
Cc1ccc(S(=O)(=O)C2(C(=O)Nc3ccc(C(F)(F)F)cc3)CC2)cc1
→ 0.5, 0, 5, 0.6
O=C(CN1CCN(c2nc(-c3ccccc3)cs2)CC1)NCc1ccc2c(c1)OCO2
→ -0.8, -9, 1, -0.1
CC(C)(C)C1CCC2(CC1)NC(=O)N(CC(=O)Nc1ccc(F)c(F)c1F)C2=O (stereo not given)
→ -0.9, -8, 3, 0.1
COC(=O)c1cnc(N2CCCCCC2)c2ccccc12
→ -0.6, 3, -19, 0.3
CCOc1ccc(NC(=O)CSc2nc3ccccc3c3nc(CCc4c[nH]c5ccccc45)nn23)cc1
→ -0.5, 6, 16, 0.2
COc1ccc(Nc2ncnc3c2c(-c2ccccc2)cn3-c2ccc(F)cc2)cc1Cl
→ -0.3, 1, -4, -0.1
Cc1cc(Br)ccc1NC(=O)c1cc2c(=O)n3cccc(C)c3nc2s1
→ 0.6, -24, -5, 0.0
COCCNC(=S)N/N=C(\C)c1cc2ccccc2o1
→ -0.1, 6, -4, -0.2
O=C(OC(c1ccccc1)c1nccc2ccccc12)c1cccs1 (stereo not given)
→ 2.3, 0, 29, 0.1
Cc1cc(C)n(S(=O)(=O)c2ccc(Cl)c3ccccc23)n1
→ 2.1, 11, 15, 0.2
CCCCOc1cccc(NC(=O)CSC2=C(C#N)C(c3ccc(OCC)c(OC)c3)CC(=O)N2)c1 (stereo not given)
→ -1.0, 13, 6, 0.1
O=C(Nc1ccccc1C(F)(F)F)c1ccc(F)c(S(=O)(=O)N2CCN(c3ccccc3)CC2)c1
→ -1.5, 12, 18, 0.5
CC1=C(C(=O)OCc2ccccc2)C(c2ccccc2C(F)(F)F)CC(=O)N1 (stereo not given)
→ 0.5, -4, 4, 0.0
Cn1c(=O)c2sccc2n2c(CCCC(=O)NCc3ccc(Cl)cc3)nnc12
→ 0.7, -2, -12, -0.4

3 compounds drawn at random from the list so far, as already listed:
Below each SMILES – GPR151 activ, MITF primary, TEAD-YAP block, FBW7 activator
CCOc1ccc(NC(=O)CSc2nc3ccccc3c3nc(CCc4c[nH]c5ccccc45)nn23)cc1
→ -0.5, 6, 16, 0.2
O=C(CN1CCN(c2nc(-c3ccccc3)cs2)CC1)NCc1ccc2c(c1)OCO2
→ -0.8, -9, 1, -0.1
O=C(OC(c1ccccc1)c1nccc2ccccc12)c1cccs1 (stereo not given)
→ 2.3, 0, 29, 0.1
